Screening results deposited in PubChem by several laboratories.
Mcl1-Noxa inh = Mcl-1/Noxa interaction inhibition. inhibition, % at 21.7 µM. Q07820. TR-FRET Mcl-1/Noxa peptide binding, 2 h. actives 1.5% (n = 220,000);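 active = compounds that cut the protein-peptide binding signal by more than 50% relative to plate controls in a single-dose test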;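 note: His-tagged Mcl-1 with rhodamine Noxa BH3 peptide and terbium anti-His antibody; 0% = Mcl-1 plus Noxa peptide wells and 100% = peptide-only wells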
ABCB1 inh = inhibitors of human ABCB1 transporter, ABCG2 counter-screen | P08183 | CCRF-Adr cells, JC-1 efflux, flow cytometry | inhibition, % at 6.6 µM | actives 0.067% (n = 190,000) | AID 1326; in the data active = inhibition above about 40%;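 note: 0% = vehicle and 100% = reference inhibitor; higher value means more JC-1 retained so stronger ABCB1 efflux block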
Cdc42 wt = changes GTP binding to wildtype human Cdc42. GST-Cdc42 beads, Bodipy-GTP binding, flow cytometry; actives lie on both sides. percent activity (GTP binding), % at 10 µM. actives 0.2% (n = 190,000). AID 761;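 active = percent activity GTP binding at least 20 points away from the 100% baseline, either down as inhibitor or up as activator; inconclusive = compound flagged as likely green fluorescent from well-wide comparison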;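 note: median bead fluorescence of bound Bodipy-FL-GTP at 100 nM; 0% = excess unlabeled GTP control and 100% = no compound control; below 100% means less GTP binding so inhibitor and above means activator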
Target sequence (P60953 whole entry, looked up): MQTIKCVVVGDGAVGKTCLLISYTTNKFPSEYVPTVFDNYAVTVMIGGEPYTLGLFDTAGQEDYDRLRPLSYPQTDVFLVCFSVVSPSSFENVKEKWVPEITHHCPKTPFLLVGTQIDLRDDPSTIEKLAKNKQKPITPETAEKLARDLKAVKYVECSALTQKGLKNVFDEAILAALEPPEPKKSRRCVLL
ABCG2 block = human ABCG2 inhibition, ABCB1 as counter-screen; Q9UNQ0; IgMXP3 cells, JC-1 efflux, flow cytometry; inhibition, % at 6.6 µM; actives 0.1% (n = 190,000); AID 1325;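 active = inhibition above 80%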;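 note: 0% = DMSO and 100% = nicardipine control wells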
Target sequence (Q9UNQ0 whole entry, looked up): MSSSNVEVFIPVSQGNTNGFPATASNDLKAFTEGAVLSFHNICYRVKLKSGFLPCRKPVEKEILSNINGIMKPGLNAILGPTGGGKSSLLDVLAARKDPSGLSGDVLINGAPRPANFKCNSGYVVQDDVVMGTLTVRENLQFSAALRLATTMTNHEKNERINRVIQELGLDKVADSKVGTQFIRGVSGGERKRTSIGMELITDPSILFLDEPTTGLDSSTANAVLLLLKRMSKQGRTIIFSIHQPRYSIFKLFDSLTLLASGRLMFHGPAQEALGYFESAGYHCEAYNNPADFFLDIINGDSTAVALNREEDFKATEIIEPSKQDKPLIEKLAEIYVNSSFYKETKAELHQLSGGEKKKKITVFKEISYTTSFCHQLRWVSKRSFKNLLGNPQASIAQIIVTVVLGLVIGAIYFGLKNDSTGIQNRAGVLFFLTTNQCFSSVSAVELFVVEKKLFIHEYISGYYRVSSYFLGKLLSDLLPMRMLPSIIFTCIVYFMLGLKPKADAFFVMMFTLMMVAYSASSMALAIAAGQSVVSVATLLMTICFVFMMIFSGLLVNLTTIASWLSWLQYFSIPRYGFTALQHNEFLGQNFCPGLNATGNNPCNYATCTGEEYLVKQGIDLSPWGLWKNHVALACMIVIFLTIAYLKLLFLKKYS
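Test system: ABCG2 IgMXP3 and barcoded ABCB1 CCRF-Adr cell mix; Schedule: cells with compound and JC-1, 10 min at 25 °C, rotating, no wash; Technique: flow cytometry of retained JC-1 fluorescence; Measure: % inhibition of efflux relative to nicardipine and DMSO; Controls: nicardipine high and DMSO low controls.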
Rab7 wt modul = modulators of GTP binding to dog Rab7 wildtype GTPase; actives 0.055% (n = 190,000); GTP binding activity (percent of control), % at 10 µM; AID 758; GST-Rab7 beads, fluorescent GTP binding, flow cytometry; actives lie on both sides; untreated = 100%, excess cold GTP = 0%;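 active = fluorescent GTP binding to Rab7 beads changed by at least 20 points from the 100% baseline, either direction, mostly lower; inconclusive = compound itself probably fluorescent, or too few beads counted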;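 note: median green fluorescence of bound Bodipy-FL-GTP per Rab7 bead population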
HRas wt GTP = modulators of GTP binding to human HRas wildtype | P01112 | actives 0.14% (n = 190,000) | GTP binding activity, % at 10 µM | AID 759 | GST-Ras wt beads, Bodipy-FL-GTP binding, flow cytometry; actives lie on both sides;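 active = GTP binding activity at least 20% away from the 100% baseline, either lowered as inhibitor or raised as activator; inconclusive = flagged as likely green fluorescent, judged across all proteins in the well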;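 note: 0% = unlabeled GTP competition control and 100% = no-compound control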
Target sequence (P01112 whole entry, looked up): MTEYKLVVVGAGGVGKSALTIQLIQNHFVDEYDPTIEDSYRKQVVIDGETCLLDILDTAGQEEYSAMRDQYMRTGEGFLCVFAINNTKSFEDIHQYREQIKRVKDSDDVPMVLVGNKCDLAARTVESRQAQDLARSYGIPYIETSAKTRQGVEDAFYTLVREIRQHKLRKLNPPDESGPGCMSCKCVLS
Rab2A wt mod = changes GTP binding to wildtype dog Rab2A, up or down. P61105. GST-Rab2 wt beads, Bodipy-GTP binding, flow cytometry. GTP binding activity, % at 10 µM. actives 0.19% (n = 190,000). AID 760;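 active = GTP binding activity at least 20 points away from 100%, either lowered or raised; inconclusive = signal likely due to the compound's own green fluorescence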;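 note: 0% = beads with excess unlabeled GTP and 100% = no-compound control corrected for plate trend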
Pf gametocyte = P. falciparum stage V gametocyte viability inhibition | inhibition, % at 10.9 µM | P. falciparum stage V gametocytes, ATP luminescence, 24 h | actives 0.065% (n = 150,000) | AID 743093;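 active = inhibition above the mean plus 3 SD of compounds within the control limits, set per campaign, cut at about 38% in these data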;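 note: 0% = DMSO wells and 100% = medium only without gametocytes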
Rac1 wt GTP bind = alters GTP binding to wildtype human Rac1; P63000; GST-Rac1 beads, fluorescent GTP binding, flow cytometry; actives lie on both sides; 0 = cold GTP competed, 100 = untreated; GTP binding activity (% of control), % at 10 µM; actives 0.27% (n = 190,000);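 active = GTP binding activity at least 20 points away from the 100% control level, either lower or higher; inconclusive = compound flagged as likely green fluorescent, judged across all proteins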
Avidin bead fluor = compound fluoresces at 488/530 nm on avidin beads | compound fluorescence 488/530 nm, flow cytometry; hits give high values | fluorescence (KMESF) at 10 µM | actives 0.38% (n = 220,000) | AID 1775; in the data active = fluorescence above about 47; note: inactives centre near 10
Rac1 mut GTP = alters GTP binding to activated mutant human Rac1 | P63000 | GST-Rac1 activated beads, fluorescent GTP binding, flow cytometry; actives lie on both sides; 100% means binding = to untreated wells | percent activity (GTP binding), % at 10 µM | actives 0.11% (n = 190,000);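 active = GTP binding at least 20 percentage points away from the 100% baseline, in either direction, so actives lie on both sides; inconclusive = Compound likely fluorescent itself, or too few beads counted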
* marks the source's active call; other numbers are inactive results; ? = inconclusive; nt = no result given.

Values run as follows: Rab2A wt mod	ABCB1 inh	HRas wt GTP	Mcl1-Noxa inh	Cdc42 wt	Pf gametocyte	Avidin bead fluor	Rab7 wt modul	Rac1 mut GTP	ABCG2 block	Rac1 wt GTP bind
Cc1ccc(SC(C)C(=O)Nc2ccccc2-c2ccccc2)cc1 (centres undefined)
  98	0.5	102	10	99	-8	8	104	99	1	102
CCCCn1c(=O)[nH]c(=O)c2c1nc(-c1ccccc1F)n2Cc1ccccc1OC
  102	4.6	102	3	99	-2	9	104	100	23	98
CC1CCN(C(=O)CN(C)S(=O)(=O)c2cccc3nsnc23)CC1
  99	0.5	99	-15	98	-15	14	102	97	4	99
COc1ccccc1-n1c(SCC(=O)O)nnc1-c1ccc(S(=O)(=O)N2CCCCC2)cc1
  97	0.2	98	18	99	-12	14	98	95	1	101
Cc1nc(N2CCOCC2)nc(OC(C)C)c1[N+](=O)[O-]
  99	0.5	99	4	99	-20	11	98	101	4	100
COc1cc(NS(=O)(=O)c2ccc(NS(=O)(=O)c3ccccc3)cc2)nc(OC)n1
  102	-2.5	99	1	101	nt	14	100	97	1	102
Cc1c(Cl)cccc1NC(=S)NC1CCN(Cc2ccccc2)CC1
  99	0.7	100	-7	99	18	12	100	99	9	101
COc1cc(NC(=O)c2ncn[nH]2)cc(OC)c1OC
  99	0.0	97	-5	94	nt	nt	97	96	1	98
Cc1nnc(SCCn2c(N3CC(C)CC(C)C3)nc3c2c(=O)n(C)c(=O)n3C)s1 (centres undefined)
  101	1.6	100	21	101	10	7	103	100	6	103
Clc1ccccc1Cn1nnc2c(Nc3ccccc3)ncnc21
  98	1.5	99	31	100	nt	36	98	98	52	107
CCCn1nc2cc(C(=O)NCc3ccc4c(c3)OCO4)ccc2c1OCC
  100	0.4	98	6	98	-9	33	98	98	3	101
O=C1C(SC(F)(F)C(F)F)=C(C(F)(F)F)OC2C3C=CC(C3)C12 (centres undefined)
  102	0.6	103	9	105	16	8	99	100	1	105
Cc1ccc(NC(=O)c2ccccc2NS(=O)(=O)c2ccc(F)cc2)cc1S(=O)(=O)N1CCCCC1
  96	0.7	97	5	95	nt	5	97	95	1	98
Cn1cccc1C(=O)NC(=O)COC(=O)c1ccccc1Sc1ccccc1C#N
  104	0.5	108	0	105	-7	13	103	101	1	107
O=C(COc1ccccc1)Nc1ccc2c(c1)nc1n2CCSC1
  94	0.3	95	-2	96	6	13	94	95	0	93
Cc1ccccc1-n1nnnc1SCC(=O)Nc1ccc(S(=O)(=O)N2CCCC2)cc1
  108	0.0	107	13	107	nt	10	101	105	2	106
O=C(Nc1ccc(Br)cc1)/C(=C/c1cccc([N+](=O)[O-])c1)NC(=O)C1CCCCC1
  96	-0.6	98	12	99	nt	8	95	98	-1	95
CCc1ccc2[nH]c(=O)c(C(c3nnnn3CCOC)N3CCN(c4ccc(F)cc4)CC3)cc2c1 (centres undefined)
  100	1.4	102	19	101	2	8	103	100	4	100
Cc1ccccc1C(=O)OCc1nnc(-c2ccc(Cl)cc2)o1
  89	0.9	89	-7	86	6	10	100	88	5	92
Cc1ccc(S(=O)(=O)NC(=O)Nc2nnc(C3CC3)s2)cc1
  104	0.1	105	17	106	-22	6	102	100	0	103
COC(=O)c1nn(-c2nc(-c3cccc(OC)c3)cc(C(F)(F)F)n2)cc1[N+](=O)[O-]
  100	-0.4	98	0	100	-9	13	100	95	18	100
Cc1ccc(SCc2cc(=O)n(C)[nH]2)cc1
  98	-0.4	97	15	95	3	10	103	97	-1	100
COC(=O)c1ccccc1OCCOCCOc1cccc2ccc(C)nc12
  95	0.7	96	11	97	-1	10	94	91	4	95
CCc1ccccc1NC(=O)CN(C)C(=O)CSc1nnc(Nc2ccc(C)cc2)s1
  94	0.4	96	11	96	13	18	95	95	37	97
Cc1ccc(C2c3c(oc4ccc(Cl)cc4c3=O)C(=O)N2CCCN2CCOCC2)o1 (centres undefined)
  98	0.2	102	34	104	nt	7	99	98	1	103
O=C(c1ccccc1)c1coc2c1C(=O)c1ccccc1C2=O
  101	2.8	99	7	99	-4	10	103	93	23	99
O=C(NCCN1CCOCC1)c1ccc(Cl)cc1[N+](=O)[O-]
  107	-0.3	105	-9	105	nt	16	110	102	-2	104
CCC1CCCCN1CCNS(=O)(=O)c1ccc2c(c1)CCN2C(C)=O (centres undefined)
  103	0.8	103	11	102	nt	13	102	101	-1	106
O=C1C2CC=C(Cl)CC2C(=O)N1CCCCCCN1C(=O)C2CC=C(Cl)CC2C1=O (centres undefined)
  98	0.3	99	55*	97	nt	6	100	97	1	96
CCCCOC(=O)c1ccc(NC(=O)c2c(Cl)ccc(Cl)c2OC)cc1
  99	3.3	101	8	100	nt	2	101	99	27	105
COCCn1c(C)cc(C(=O)COC(=O)c2ccc(-n3nc(C)cc3C)cc2)c1C
  94	1.2	94	4	96	-31	11	95	96	4	96
COc1cc(C(=O)NNC(=S)NCc2ccco2)cc(OC)c1OC
  94	0.6	94	0	92	0	8	95	96	4	94
CCOc1ccc(NS(=O)(=O)c2ccc(OCC)c3ncccc23)cc1
  98	1.4	96	1	98	6	33	96	98	5	102
Cc1ccc(OCCn2cnc3sc(C(N)=O)c(C)c3c2=O)cc1
  97	0.3	96	5	99	-28	nt	97	99	3	101
Cc1c(C(=O)N2CCOCC2)oc2ccc(S(=O)(=O)N3CCCC3)cc12
  103	1.5	103	6	102	nt	7	100	100	11	103
CNC(=O)C1=C(C)Nc2nc3ccccc3n2C1c1cccc(OC)c1 (centres undefined)
  99	0.4	99	34	97	nt	8	98	97	1	101
O=C(NNc1ccc([N+](=O)[O-])cc1)C12CC3CC(CC(C3)C1)C2
  98	0.2	97	15	99	nt	7	98	98	2	99
CCCCSc1ccc2nc(-c3ccc(C#N)cc3)cn2c1
  95	0.7	96	9	96	nt	16	96	97	6	95
O=C1CCCC(O)=C1C=NCc1ccccc1
  98	-0.4	98	3	95	1	8	101	94	-1	98
O=c1oc2ccccc2n1CCCOc1ccccc1
  101	0.3	99	-14	101	nt	5	99	98	2	100
CC(=O)Nc1ccc(NC(=O)CCc2nc3ccccc3c(=O)[nH]2)cc1
  99	-0.1	99	-3	98	nt	5	104	97	1	96
CCCC(NS(=O)(=O)c1ccc(OC)cc1)C(=O)O (centres undefined)
  102	0.4	101	-1	103	5	20	99	101	2	108
O=C1CSC(c2cccc(F)c2)N1c1ccc(O)cc1 (centres undefined)
  91	0.2	93	3	95	nt	1	94	90	1	89
CCN1CCc2c(C#N)c(N3CCCCC3)nc(NCc3ccccc3)c2C1
  107	1.0	105	12	105	-8	14	102	101	2	103
Cc1ccc(C(=O)NC(NC(=O)c2ccc(C)cc2)C(Cl)Cl)cc1
  97	0.0	98	21	98	-35	5	99	97	0	100
CN(C)CCNC(=O)c1ccccc1
  99	-0.2	98	-8	96	-23	13	100	96	70	99
O=C(CSc1nnnn1-c1cccc2c1CCCC2)N1CCCC1
  94	0.6	93	-4	94	nt	27	94	92	0	95
Cc1cc(C)n(-c2ccc(C(=O)Nc3ccc(N4CCOCC4)cc3)cc2)n1
  103	1.0	102	0	102	nt	11	99	103	29	106
Cc1cc2nccc(-c3ccccn3)n2n1
  93	0.3	93	15	95	-4	10	89	92	3	95
O=C(Nc1ccc(N=Nc2ccccc2)cc1)c1cccc(Cl)c1
  99	-0.1	100	17	101	15	13	99	99	5	101

Other entries:
Values run as follows: Rab2A wt mod	ABCB1 inh	HRas wt GTP	Mcl1-Noxa inh	Cdc42 wt	Pf gametocyte	Avidin bead fluor	Rab7 wt modul	Rac1 mut GTP	ABCG2 block	Rac1 wt GTP bind
CCOc1ccc(C(=O)c2ccc(OCC)c(N)c2)cc1N
  99	-0.1	98	-8	97	-35	5	96	95	0	97
COc1ccccc1N1CCN(S(=O)(=O)Cc2ccccc2Cl)CC1
  98	0.5	99	14	99	nt	12	98	100	3	100
COc1cc(C)c(S(=O)(=O)NCc2cccs2)cc1C
  ?	0.5	?	6	?	-13	7	?	?	2	?
COc1cc(CNC(=O)c2ccc(Cn3nc(C)c(Cl)c3C)o2)cc(OC)c1
  91	1.8	92	nt	89	nt	10	92	90	8	85
S=C(c1ccc(-c2cccc(Cl)c2)o1)N1CCOCC1
  95	-0.9	98	27	99	10	11	95	97	-2	96
N#Cc1nc(Cc2ccccc2)oc1N1CCC(C(N)=O)CC1
  102	0.1	100	6	102	nt	9	96	98	1	98
CC1(C)CC2CC(C)(CN2C(=O)COC(=O)Cn2[nH]c(=O)c3ccccc3c2=O)C1 (centres undefined)
  101	0.1	100	-16	101	1	7	98	99	0	101
Cc1ccc(C(=O)CSc2nnc(COc3cccc(C)c3)o2)cc1
  96	0.0	95	-20	95	5	26	98	93	0	100
CC1=CS(=O)(=O)CC1SC(=S)N(C)C1CCS(=O)(=O)C1 (centres undefined)
  94	0.3	95	2	95	3	9	91	96	1	96
COc1ccc2[nH]c(=O)c(-c3noc(-c4ccccc4)n3)cc2c1
  96	0.6	99	-31	101	nt	16	97	96	3	100
Cc1cc(NC(=O)/C=C/c2ccccc2Cl)n(-c2nc3ccccc3[nH]2)n1
  101	0.0	102	-19	104	-19	5	102	99	-4	107
COC(=O)c1ccccc1NC(=O)COC(=O)c1ccc(C)c(NC(=O)c2ccco2)c1
  100	0.7	100	-13	101	9	34	102	99	2	104
CCNc1cc(=O)n(C)c(=O)n1C
  99	0.2	100	4	102	nt	38	97	99	3	101
CNc1nc(-c2ccc3c(c2)CCN3S(=O)(=O)c2ccccc2)c(C)s1
  98	-0.1	103	8	98	nt	10	105	95	-1	104
O=C(c1cc(Cl)cc(Cl)c1)N1CCC(=O)N(C(COCc2ccccc2)Cc2ccccc2)CC1 (centres undefined)
  99	5.5	101	8	102	7	8	101	99	6	105
O=C(Nc1nncs1)c1cccnc1Cl
  100	-0.1	99	24	99	nt	4	99	99	4	102
O=C(CCC(=O)N(CC(=O)NC1CCCCC1)CC1CCCO1)Nc1nccs1 (centres undefined)
  99	-0.2	98	-9	96	3	5	100	96	0	96
O=C(NC(=S)Nc1ccc2c(c1)OCCO2)c1ccccc1F
  94	0.6	95	33	96	nt	9	95	95	7	97

Rows were taken by chance; 2.3% or so of the library scored in one or more.
